Source: PubChem BioAssay (several laboratories)
zfTRPN1 agonist: zebrafish TRPN1 channel agonists, primary screen, cell-based, HEK293, calcium fluorescence; HEK293 zebrafish TRPN1-YFP, Fluo-8 calcium fluorescence; 100% = response to 87 µM carbachol; activation, % at 3 µM; 220,000 compounds, 0.18% hits; AID 1424, 2008;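 active = activation above its plate's cutoff, the mean activation of test wells on that plate plus 3 SD, cut at about 19% in these data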;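 also: 0% = DMSO alone and 100% = 87 µM carbachol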
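Material: zebrafish TRPN1-YFP in HEK293 cells. Doses: one dose of 3 µM, 0.3% DMSO. Incubation: dye 1 h 37 °C plus 30 min RT. Measured by: intracellular calcium fluorescence with Fluo-8.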
S1P4 antag: S1P4 receptor antagonists, primary screen, cell-based; S1P4-expressing cells, antagonist mode, reporter read-out; 220,000 compounds, 0.26% hits; inhibition, % at 4.98 µM; in the data active = inhibition above about 29%;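 also: 0% = wells stimulated with agonist and 100% = vehicle wells without agonist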
Target sequence (O95977 whole entry, looked up): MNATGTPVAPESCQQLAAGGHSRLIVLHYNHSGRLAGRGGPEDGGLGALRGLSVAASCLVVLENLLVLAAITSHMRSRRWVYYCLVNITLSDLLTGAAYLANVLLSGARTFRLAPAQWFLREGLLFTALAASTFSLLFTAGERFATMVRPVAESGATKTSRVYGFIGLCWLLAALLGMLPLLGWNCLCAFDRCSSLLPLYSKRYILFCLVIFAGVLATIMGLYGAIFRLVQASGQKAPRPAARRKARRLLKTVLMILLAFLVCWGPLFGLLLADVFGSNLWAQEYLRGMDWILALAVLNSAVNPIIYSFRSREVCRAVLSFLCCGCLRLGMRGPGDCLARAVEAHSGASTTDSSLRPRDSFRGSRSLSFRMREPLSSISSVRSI
TRPML3 agonist: human TRPML3 channel agonists, primary screen, cell-based, HEK293 TRPML3-YFP, Fluo-8 calcium fluorescence, 3 µM | activation, % at 3 µM | AID 1448, 2008 | 100% = the carbachol control signal | 220,000 compounds, 0.29% hits;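 active = activation above its plate's cutoff, the mean activation of the plate's test wells plus 3 SD, cut at about 12% in these data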;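 also: 0% = DMSO only wells and 100% = carbachol wells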
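Material: TRPML3-YFP stable HEK293 cells | Dosing: One concentration, 3 µM nominal, 0.3% DMSO | Timing: 125 s total fluorescence read per well | Technique: Fluo-8 calcium dye fluorescence, ex 470-495, em 515-575 nm | Measure: Percent activation from peak-to-basal fluorescence ratio, scaled between DMSO and carbachol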
PERK inhibitor: block of dimerizer-induced PERK translation repression, primary screen, PERK inhibitor project, CHO PERK-DD cells, SEAP luminescence, HTS | 220,000 compounds, 0.17% hits | CHO PERK-DD fusion, SEAP luminescence translation reporter | Eukaryotic translation initiation factor 2-alpha kinase 3 (Homo sapiens), Q9NZJ5 | inhibition, % at 5.6 µM;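 active = inhibition above the mean inhibition of all tested compounds plus 3 SD, set separately per screening campaign, cut at about 2.9% in these data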;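 also: PERK kinase domain activated by AP20187 dimerizer at 100 nM; 0% = DMSO with dimerizer and 100% = rapamycin at 8.4 µM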
EP2 mod: EP2 receptor modulators, cAMP readout, primary screen, cell-based, HTRF cAMP, PGE2 stimulation; Prostaglandin E2 receptor EP2 subtype (Homo sapiens), P43116; EP2-expressing cells, cAMP HTRF FRET, PGE2 co-stimulation; induction, % at 25 µM; 260,000 compounds, 0.83% hits; AID 940, 2007;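 active = compounds whose cAMP rise, as percent of the full-agonist control response, exceeds 60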;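 also: rat C6 glioma line stably carrying human EP2 under a CMV promoter; the protocol text gives 20 µM as final concentration; 100% = response of wells given 1 µM PGE2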
Target sequence (P43116 whole entry, looked up): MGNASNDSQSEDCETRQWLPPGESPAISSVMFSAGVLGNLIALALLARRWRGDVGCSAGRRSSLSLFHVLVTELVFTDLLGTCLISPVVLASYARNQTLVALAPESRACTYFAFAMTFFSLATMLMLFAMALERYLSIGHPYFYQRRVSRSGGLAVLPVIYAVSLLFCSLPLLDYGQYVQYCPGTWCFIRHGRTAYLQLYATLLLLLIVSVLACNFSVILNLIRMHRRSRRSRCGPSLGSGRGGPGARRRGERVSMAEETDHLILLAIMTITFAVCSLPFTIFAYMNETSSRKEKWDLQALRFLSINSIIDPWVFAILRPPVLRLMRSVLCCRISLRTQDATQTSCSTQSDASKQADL
Calpain2 inh: inhibitors of pig calpain II, primary screen, biochemical, fluorogenic peptide substrate, 1536-well. purified calpain II, 30 min. inhibition, % at 16 µM. 220,000 compounds, 0.37% hits;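 active = inhibition above about 50%, limit read from the data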
BaF3 tox: parental Ba/F3 cell viability inhibition, counter-screen for JAK2V617F inhibitor project, murine pro-B, CellTiter-Glo luminescence; CellTiter-Glo ATP luminescence; inhibition, % at 5.6 µM; 220,000 compounds, 1.1% hits;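 active = inhibition above a per-campaign cutoff, the mean inhibition of all tested compounds plus 3 SD, cut at about 27% in these data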;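 also: 0% = DMSO wells and 100% = JAK Inhibitor I control wells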
S1P4 agonist: S1P4 receptor agonists, primary screen, cell-based; Sphingosine 1-phosphate receptor 4 (Homo sapiens), O95977; AID 1509, 2009; activation, % at 4.98 µM; S1P4-expressing cell line, agonist reporter assay; 220,000 compounds, 0.35% hits; in the data active = activation above about 11%;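 also: 0% = DMSO vehicle and 100% = reference agonist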
Ba/F3 V617F tox: reduced viability of JAK2V617F-dependent Ba/F3 cells, primary screen, JAK2V617F inhibitor project, cell-based, Ba/F3 EpoR-JAK2V617F, luminescence | inhibition, % at 5.6 µM | ATP luminescence | 220,000 compounds, 1.1% hits;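 active = inhibition above the campaign mean plus 3 SD over all tested compounds, cut at about 24% in these data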;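 also: cytokine-independent growth of Ba/F3 cells driven by EpoR plus mutant JAK2; 0% = DMSO-treated cells and 100% = JAK inhibitor I control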
* hit, by the source's call; x = no result given; & = joins results of further samples.

SMILES | zfTRPN1 agonist | S1P4 antag | TRPML3 agonist | PERK inhibitor | EP2 mod | Calpain2 inh | BaF3 tox | S1P4 agonist | Ba/F3 V617F tox
O=C(NC1=NCCS1)c1cccc(S(=O)(=O)N2CCCCC2)c1 | 1.0 | 3 | 0.8 | 0.2 | x | x | 1 | 2.2 | 1
O=C(NCCc1ccccc1)C1CCN(Cc2ccccc2F)CC1 | 1.7 | -16 | 1.2 | 0.6 | -3 | -3 | 6 | 5.8 | -4
Cc1nc2ccc(NC(=O)N3CCN(c4ccccn4)CC3)cc2s1 | 0.1 | -18 | 1.0 | 0.3 | 15 | -34 | 1 | 0.2 | -1
CCOc1nc(C)ccc1-c1noc(-c2ccccc2OC)n1 | -0.9 | -16 | -0.2 | -1.2 | 31&-18 | 4 | 1 | 2.5 | -3
CCOc1ccc(-n2c(-c3ccco3)n[nH]c2=S)cc1 | -0.2 | -20 | -0.1 | 1.9 | 4 | -58 | 6 | -0.8 | -2
Cc1ccc(N(CC(=O)Nc2cccc(N(C)S(C)(=O)=O)c2)S(C)(=O)=O)cc1 | -0.4 | -13 | 0.3 | -0.2 | -7 | 26 | 7 | -2.5 | 0
CCCC(C1=C(O)CC(C)(C)CC1=O)C1C(=O)CC(C)(C)CC1=O (stereo not given) | 0.6 | 20 | 0.7 | 1.3 | -20 | 0 | 1 | -0.3 | -3
CCOC(=O)C1=C(c2ccccc2)OC(N)=C(C#N)C1c1cccnc1 (stereo not given) | -0.6 | 7 | -1.1 | 0.2 | -36 | -1 | 5 | 0.6 | 6
COc1ccccc1OCC(=O)Nc1cccc(-c2nnc(-c3ccco3)o2)c1 | 1.1 | -12 | 0.5 | -0.1 | -16 | 16 | 13 | 0.6 | 7
CC(C)(C)n1ncc2c(=O)n(Cc3cccc(Cl)c3)cnc21 | 0.2 | -1 | 2.0 | 1.0 | 1 | 6 | 7 | 0.8 | 4
Cc1ccc2c(CSc3nncn3C)cc(=O)oc2c1C | -1.2 | -30 | 0.4 | 0.4 | -15 | 9 | -1 | 1.5 | -3
Cn1c(Sc2ccc(Cl)cc2)c(C=O)c2ccccc21 | -1.5 | 4 | -0.1 | 0.5 | 14 | 43 | -1 | 0.0 | -3
Cc1ccc(-c2cc3c(N=O)c4ccccc4c-3n[nH]2)cc1 | 1.9 | -6 | 3.2 | -0.8 | -58 | 16 | 6 | 1.2 | 7
COc1ccc([N+](=O)[O-])cc1NC(=O)C(C)c1ccccc1 (stereo not given) | -0.4 | 5 | 0.3 | 0.9 | 8 | -2 | 1 | 0.4 | -2
Cc1nc(N2CCC(C)CC2)c2c(C)c(C(=O)Nc3cccc(C(F)(F)F)c3)sc2n1 | 2.4 | 6 | -0.4 | 1.6 | 17 | -28 | 1 | 0.0 | 0
Cc1cc(C)cc(OCC(=O)N2Cc3ccccc3CC2C(=O)O)c1 (stereo not given) | -0.1 | -2 | 0.8 | 1.7 | -11 | -25 | 1 | -1.8 | -1
Cc1cc(C(=O)CSc2nn3c(=O)c(C(C)(C)C)nnc3s2)c(C)n1C1CC1 | -1.6 | 1 | -0.1 | 0.0 | -40 | 9 | -2 | -1.5 | -4
CCn1c(-c2ccccc2Cl)nn(CC(=O)Nc2ccccc2OC)c1=S | 0.9 | -4 | -0.8 | -0.4 | 10 | -15 | -3 | 2.5 | 1
O=C(O)C1Cc2ccccc2CN1S(=O)(=O)c1ccc(Cl)cc1 (stereo not given) | -1.1 | -10 | 1.2 | -0.1 | -12 | -15 | 3 | -0.8 | 0
CC/C(C)=C1\SC(N2CCOCC2)=NC1=O | -1.4 | -19 | 1.0 | -1.2 | 26 | -23 | 5 | 1.5 | 1

Continued; the last two above are carried over.
SMILES | zfTRPN1 agonist | S1P4 antag | TRPML3 agonist | PERK inhibitor | EP2 mod | Calpain2 inh | BaF3 tox | S1P4 agonist | Ba/F3 V617F tox
O=C(O)C1Cc2ccccc2CN1S(=O)(=O)c1ccc(Cl)cc1 (stereo not given) | -1.1 | -10 | 1.2 | -0.1 | -12 | -15 | 3 | -0.8 | 0
CC/C(C)=C1\SC(N2CCOCC2)=NC1=O | -1.4 | -19 | 1.0 | -1.2 | 26 | -23 | 5 | 1.5 | 1
CC(Cc1cccs1)NC(=S)Nc1ccc(Cl)cc1 (stereo not given) | 11 | -3 | 6.4 | 1.0 | -10 | 12 | 8 | 1.2 | 2
O=C(NCC(c1cccs1)N1CCOCC1)c1cccc([N+](=O)[O-])c1 (stereo not given) | 0.3 | -6 | -0.1 | 1.7 | -4 | -15 | 6 | -1.2 | 0
O=C(NNC(=O)c1cc2cc3ccccc3nc2s1)c1cccc(Cl)c1 | -1.1 | 1 | 0.7 | 0.9 | -24 | -38 | 2 | 1.6 | 0
COc1ccc(NC(=O)C2(c3ccc(NC(=O)c4ccc(C)cc4)cc3)CCCC2)cc1 | 0.4 | -18 | 0.6 | 0.4 | 17 | -7 | 6 | 0.4 | -1
C/C(Cn1cnc([N+](=O)[O-])n1)=N\NC(=O)c1cccc(F)c1 | 0.9 | -20 | 0.9 | 0.8 | 6 | -18 | 4 | 0.2 | 0
CCOc1ccccc1NC(=S)Nc1ccc2cn[nH]c2c1 | -0.1 | -7 | -0.1 | 0.3 | -14 | 3 | -4 | 0.9 | 0
N#Cc1c(-c2ccccc2)c(-c2ccccc2)nn(CC(=O)NNC(=O)Nc2ccccc2)c1=O | -2.5 | 2 | 0.6 | -1.0 | 33 | -144 | 43* | 1.1 | 20
CCc1cccc(CC)c1N1C(=O)c2cc(N3CCOCC3)c([N+](=O)[O-])cc2C1=O | 1.6 | -19 | 0.7 | 0.0 | 5 | 14 | 6 | 1.4 | 2
N#CCOc1nc(N2CCCC2)nc(N2CCCC2)n1 | -0.4 | -20 | 0.3 | -1.1 | 4 | 49 | 0 | 2.0 | -4
COc1ccccc1-n1cnnc1SCC(=O)N1CCN(S(=O)(=O)c2ccccc2)CC1 | 1.1 | 2 | -0.1 | -0.8 | -2 | -17 | 6 | 0.0 | -2

As entered above:
Reading for CCOC(=O)C1=C(c2ccccc2)OC(N)=C(C#N)C1c1cccnc1 (stereo not given) under EP2 mod: -36
Reading for Cc1cc(C(=O)CSc2nn3c(=O)c(C(C)(C)C)nnc3s2)c(C)n1C1CC1 under zfTRPN1 agonist: -1.6
Reading for Cc1nc2ccc(NC(=O)N3CCN(c4ccccn4)CC3)cc2s1 under S1P4 agonist: 0.2
Reading for CC/C(C)=C1\SC(N2CCOCC2)=NC1=O under zfTRPN1 agonist: -1.4
Reading for Cc1ccc(-c2cc3c(N=O)c4ccccc4c-3n[nH]2)cc1 under zfTRPN1 agonist: 1.9
Reading for C/C(Cn1cnc([N+](=O)[O-])n1)=N\NC(=O)c1cccc(F)c1 under EP2 mod: 6

(further entries)
SMILES | zfTRPN1 agonist | S1P4 antag | TRPML3 agonist | PERK inhibitor | EP2 mod | Calpain2 inh | BaF3 tox | S1P4 agonist | Ba/F3 V617F tox
COc1ccc(/C=N/N2CCOCC2)cc1Cn1nc(C)c([N+](=O)[O-])c1C | -0.1 | -2 | 0.0 | 0.3 | -15 | -5 | -4 | 0.8 | -2
O=C(CSc1nccc(=O)[nH]1)NN(c1ccccc1)c1ccccc1 | -0.7 | -7 | 0.7 | -0.5 | 29 | -30 | 2 | 0.4 | 0
Cc1cc(C(F)(F)F)c(C#N)c(=O)[nH]1 | -0.1 | 3 | 1.4 | 0.2 | 24 | -424 | 2 | 0.3 | -3
CCCN1Cc2cccc(C(=O)N3CCN(c4ccc(F)cc4)CC3)c2C1=O | -0.5 | -2 | 0.1 | -1.0 | -1 | -13 | 3 | -1.8 | 2
O=C(CSc1nc2ccccc2c(=O)n1-c1ccc(OC(F)F)cc1)NCc1cccs1 | -0.4 | -8 | -0.1 | 0.0 | 37 | 4 | 1 | 0.2 | 2
CCOc1ccccc1CN1C(=O)NC(C)(c2ccccc2)C1=O (stereo not given) | -0.5 | -6 | 0.6 | -0.9 | 18 | -36 | 13 | 0.9 | -1
CCC(C)C(NC(=O)OC(C)(C)C)C(=O)NC(Cc1ccccc1)C(=O)OC (stereo not given) | -1.3 | 2 | 0.1 | -1.2 | 43 | -18 | -7 | 1.0 | 0
CC(=O)OCC(=O)[C@H]1CC[C@H]2[C@@H]3CCC4=CC(=O)CC[C@]4(C)[C@H]3CC[C@]12C | 0.7 | -12 | 0.6 | 0.4 | 16 | -6 | -9 | 0.8 | 5
NC1=NC(=O)CC(C(=O)NCc2ccccc2)S1 (stereo not given) | 0.7 | 11 | 0.5 | 1.3 | -2 | 17 | 5 | 0.6 | 2
COc1c(N2CCN(C(=S)Nc3ccccc3)C(C)C2)c(F)cc2c(=O)c(C(=O)O)cn(C3CC3)c12 (stereo not given) | 1.3 | -17 | -0.4 | 0.5 | -12 | -149 | 5 | 0.6 | 0
Cn1ncc(Cl)c1C(=O)N/N=C/c1cccc(OC2CSC2)c1 | 1.3 | -2 | -0.5 | -1.8 | -4 | 28 | 6 | -1.1 | 6
COCCCNS(=O)(=O)c1ccc2c3c(cccc13)C(=O)S2 | -0.2 | -6 | 1.2 | -0.2 | 2 | -64 | 4 | 1.1 | -4
COc1ccc(C(=O)O/N=C/c2ccc(S(=O)c3ccc(Cl)cc3)nc2)cc1 (stereo not given) | 0.0 | -17 | 0.2 | 1.4 | -2 | -35 | 4 | -0.9 | -4
O=C1CSC(c2ccccn2)N1c1cccc(Cl)c1 (stereo not given) | 1.0 | -28 | 0.1 | 0.0 | 3 | -25 | 4 | 0.8 | 3
COC(=O)c1cccc(NS(C)(=O)=O)c1C | -0.5 | -12 | 1.3 | 1.0 | 12 | -9 | 3 | 0.2 | 0
Cc1ccc([N+](=O)[O-])cc1NC(=O)C(C)N1CCCCC1 (stereo not given) | -1.6 | -8 | 0.2 | 1.0 | 7 | 17 | 6 | 0.1 | 4
CCS(=O)(=O)N1CCCC(C(=O)NC2CCCC2)C1 (stereo not given) | 1.2 | 3 | 0.8 | 0.1 | -10 | 19 | 1 | 1.6 | -3
CCOC(=O)C1C(c2cccnc2)NC(=O)NC1(O)C(F)(F)F (stereo not given) | 0.6 | -14 | 1.2 | -0.7 | 21 | 9 | 5 | -0.2 | -2
Cc1cc(C)c(NC(=O)C2c3ccccc3Oc3ccccc32)c(C)c1 | 1.2 | -207 | 0.9 | 1.3 | 27 | 15 | 3 | 0.5 | -2
CCOC(=O)C(=CNc1cc(C)nn1-c1ccc(C)cc1)C(=O)OCC | -1.8 | -2 | -1.2 | -1.4 | 13 | 14 | 17 | 1.5 | 24*
O=C(/C=C/c1ccccn1)c1cc(Cl)cc(Cl)c1O | -1.7 | -3 | 0.7 | 1.2 | -56 | -2 | -3 | 0.8 | -3
CCCn1c(=O)[nH]c(=O)c2c1nc(-c1ccccc1OC(F)F)n2CCOC | -0.2 | -16 | 0.3 | -0.4 | 84* | -8 | 4 | 2.1 | 5
